Assay outcomes as filed in PubChem BioAssay.
KCNH2 WT inh: qHTS for Inhibitors of KCHN2 3.1: Wildtype qHTS. U2OS, BacMam KCNH2, thallium flux FluxOr; stronger effect = lower value. activity change, % at 1.84 µM. actives 0.37% (n = 340,000). AID 720551, 2013;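 active = maximum activity change below -70%; inconclusive = maximum activity change between -70% and -50%; inactive = maximum activity change above -50%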; also: % is scaled to controls: 0 for no effect and ±100 for the full control effect
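U2OS cells transduced with wild-type KCNH2 virus are loaded with FluxOr dye for 45 min, and thallium flux is measured in kinetic reads before and after stimulation buffer. Rate constants are normalized to DMSO controls.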
USP2a block: qHTS Assay for Inhibitors of Ubiquitin-specific Protease USP2a Using CHOP2 as the Reporter. Ubiquitin carboxyl-terminal hydrolase 2 (Homo sapiens), O75604. USP2 core, Ub-CHOP2 coupled fluorogenic reporter, 485/531. Potency, µM (titrated, usually from 38.3 µM), for inactives: top-dose activity change, negative = inhibition, most hits filed as inhibitors. actives 0.01% (n = 330,000). AID 463254, 2010;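 also: potency is read from the fitted curve at half-maximal effect; plate controls were DMSO wells for no effect and full inhibition by NEM control for full effect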
Target sequence (O75604 whole entry, looked up): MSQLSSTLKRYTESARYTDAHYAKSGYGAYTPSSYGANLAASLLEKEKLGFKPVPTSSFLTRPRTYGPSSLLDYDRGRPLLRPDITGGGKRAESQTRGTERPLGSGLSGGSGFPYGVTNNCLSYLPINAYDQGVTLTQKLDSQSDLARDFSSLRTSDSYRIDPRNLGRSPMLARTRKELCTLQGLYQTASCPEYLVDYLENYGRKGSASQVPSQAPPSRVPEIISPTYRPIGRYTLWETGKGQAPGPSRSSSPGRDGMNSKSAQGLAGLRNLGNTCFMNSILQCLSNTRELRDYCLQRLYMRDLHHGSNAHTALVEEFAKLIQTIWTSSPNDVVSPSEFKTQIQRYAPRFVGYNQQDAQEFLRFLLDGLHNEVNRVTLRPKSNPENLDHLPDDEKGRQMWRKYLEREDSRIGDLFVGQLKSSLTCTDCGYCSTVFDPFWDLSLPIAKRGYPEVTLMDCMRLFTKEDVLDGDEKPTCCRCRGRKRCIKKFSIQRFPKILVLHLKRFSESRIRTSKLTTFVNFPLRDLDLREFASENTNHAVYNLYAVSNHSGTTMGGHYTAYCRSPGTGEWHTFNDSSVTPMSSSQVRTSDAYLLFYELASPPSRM
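Cell-free coupled assay: 10nM USP2 core preincubated 30min RT with compound in Tris-HCl pH 8.0/CaCl2/CHAPS buffer, then 25nM Ub-CHOP2 and 25nM reporter substrate; fluorescence (Ex 485/Em 531) read after 60min RT, normalized to NEM inhibition, concentration-response curves fitted.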
TCR act: Activators of T cell receptors: qHTS campaign | primary human leukocytes, anti-CD3, IL-2 HTRF, 48 h | Potency, µM (top dose mostly 9.22 µM), for the others: at the highest dose activation of IL-2 secretion, usual class: activators | 330,000 tested, under 10 active; also: % of control where 0% means no effect
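Readout: HTRF IL-2, Eu-cryptate/d2 antibody pair, 320nm excitation, 665nm emission. Stimulus: a-CD3 beads, no co-stimulation. Cells: primary human leukocytes. Exposure: 48 hr with compound.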
Mito fusion act: qHTS Assay for Small Molecule Inhibitors of Mitochondrial Division or Activators of Mitochondrial Fusion. actives 0.23% (n = 320,000). S. cerevisiae fusion-defective mutant growth rescue, CellTiterGlo 48 h. Potency, µM (titrated, usually from 46.1 µM), for inactives: top-dose growth rescue (activation), actives largely listed as activators;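 also: potency is read from the fitted curve at half-maximal effect; % of control where 0% means no effect; nearly all actives have a fitted effect of over 45% in size; temperature-sensitive fusion mutants such as fzo1-1 at 37 °C on non-fermentable ethanol glycerol medium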
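Yeast fusion mutant, YPEG (non-fermentable carbon), compound, 48 h at 37C non-permissive; CellTiterGlo added, 10 min RT, luminescence read. Rescued growth = division inhibition.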
TRPV1 ag: HTS Assay for Compounds that Act as Agonists of the Vanilloid Receptor 1; actives 0.19% (n = 320,000); TRPV1-expressing cells, Fluo-8 calcium influx, agonist mode; activation, % at 8.33 µM; in the data active = activation above about 80%; inconclusive = between about 30% and that limit; also: 0% is about no effect
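Fluo-8 calcium influx in TRPV1-expressing cells, kinetic read (ex 480/em 520 nm). Compound added and read 3 min for agonist activity, followed by capsaicin at EC20 final and 2 min further read for enhancement.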
TSHR antagonist: Antagonists of the Thyroid Stimulating Hormone Receptor: HTS campaign | activity change, negative = inhibition, % at 11.5 µM | actives 0.2% (n = 330,000) | TSHR-expressing cells, TSH-stimulated cAMP HTRF, 2 h; stronger effect = lower value | Thyrotropin receptor (Homo sapiens), P16473;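 active = activity change below a set negative limit, meaning inhibition stronger than a set level, cut at about -70% in these data; inconclusive = activity change between two set negative limits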; also: % is scaled to controls: 0 for no effect and ±100 for the full control effect
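TSHR-expressing cells, 200/well, pre-treated with compound, then stimulated with EC80 TSH (4nM final) for 2 hours at 37 deg C. cAMP measured by competitive HTRF: anti-cAMP cryptate antibody in lysis buffer plus cAMP-d2, read after 30 minutes at room temperature.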
ELG1 DNA repair: qHTS screen for small molecules that inhibit ELG1-dependent DNA repair in human embryonic kidney (HEK293T) cells expressing luciferase-tagged ELG1; HEK293T ELG1-luciferase reporter, luminescence, 16 h; DNA damage induced by 5-fluorouridine; Potency, µM (highest dose often 46.1 µM), without a hit: at the highest dose activity change, negative = inhibition, hits mostly inhibitors; actives 2.3% (n = 330,000); also: potency is read from the fitted curve at half-maximal effect; % is scaled to controls: 0 for no effect and ±100 for the full control effect; nearly all actives have a fitted effect of over 55% in size
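Reporter activity after DNA damage by 5-fluorouridine is monitored. Compound-treated cells incubate 16 hr at 37 °C, then ONE-Glo is added for 30 min before luminescence reading.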
A-T KAP1 phos: qHTS Assay for Identifying a Potential Treatment of Ataxia-Telangiectasia; Potency, µM (doses to about 57.5 µM), for the others: top-dose activation, actives largely listed as activators; […] A-T fibroblasts, KAP-1 phosphorylation AlphaLISA; neocarzinostatin DNA damage 30 min before lysis; actives 0.19% (n = 320,000); AID 485349, 2010; also: potency is read from the fitted curve at half-maximal effect; % of control where 0% means no effect; nearly all actives have a fitted effect of over 45% in size
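ATM-like activity read as KAP-1 phosphorylation via AlphaLISA donor/acceptor antibody pairs after lysis and 6 hr at 25C. Cells were ATM-null patient fibroblasts ([…], hTERT), dosed 60 min, then exposed to the DSB inducer NCS for 30 min.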
KCNH2 3.1 block: qHTS for Inhibitors of KCHN2 3.1: Mutant qHTS; Potassium voltage-gated channel subfamily H member 2, brain isoform KCNH2 3.1 (human); U2OS KCNH2 3.1, thallium flux FluxOr; stronger effect = lower value; activity change, % (tested at about 1.8 µM); actives 0.95% (n = 340,000);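 active = maximum activity change below -70%; inconclusive = maximum activity change from -70% to -50%; inactive = maximum activity change above -50%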;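 also: thallium influx rate constant from kinetic fluorescence after stimulation buffer; % is scaled to controls: 0 for no effect and ±100 for the full control effect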
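Thallium flux read-out: FluxOr dye with Red40 quencher in HBSS/HEPES, 45 min at RT. Rate constants from kinetic reads were normalized to positive and negative DMSO controls. Cells: U2OS virally expressing the 3.1 isoform.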
Eya2 phos inh: qHTS Assay for Inhibitors of the Phosphatase Activity of Eya2 | recombinant Eya2, OMFP fluorescence dephosphorylation (OMFP is methylfluorescein phosphate) | actives 0.006% (n = 330,000) | Potency, µM (top dose mostly 76.9 µM), for the others: at the top dose activity, negative = inhibition, usual class: inhibitors | Protein phosphatase EYA2 (Homo sapiens), O00167; also: potency is read from the fitted curve at half-maximal effect; % is scaled to controls: 0 for no effect and ±100 for the full control effect
Target sequence (O00167 whole entry, looked up): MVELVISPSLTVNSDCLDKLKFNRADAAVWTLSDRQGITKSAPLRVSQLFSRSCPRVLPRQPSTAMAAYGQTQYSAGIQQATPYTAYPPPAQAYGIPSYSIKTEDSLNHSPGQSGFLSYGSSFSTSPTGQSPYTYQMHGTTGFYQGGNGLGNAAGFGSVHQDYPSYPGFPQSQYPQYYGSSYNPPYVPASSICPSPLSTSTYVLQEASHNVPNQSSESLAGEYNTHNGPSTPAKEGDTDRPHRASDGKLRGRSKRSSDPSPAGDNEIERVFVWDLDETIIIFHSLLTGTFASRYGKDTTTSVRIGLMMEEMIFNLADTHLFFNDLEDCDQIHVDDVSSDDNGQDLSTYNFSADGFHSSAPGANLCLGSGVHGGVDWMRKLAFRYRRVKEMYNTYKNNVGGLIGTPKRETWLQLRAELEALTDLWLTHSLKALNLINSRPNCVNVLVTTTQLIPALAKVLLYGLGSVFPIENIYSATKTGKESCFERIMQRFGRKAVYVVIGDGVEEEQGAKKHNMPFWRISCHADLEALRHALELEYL
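Eya2 (0.2 uM) preincubated 10 min at ambient with compound, then OMFP substrate added at 50 uM; 10 min reaction in 50 mM HEPES pH 7.5, 50 mM NaCl, 5 uM MgCl2, 0.05% BSA, 1 mM DTT. Fluorescence read at Ex 485/Em 525 nm.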
An asterisk follows results filed as active; ? = inconclusive; . = no result given; [ ] = remark or other dose. Unless noted, calls follow the shape of the dose curve; as a rule, active = well fitted curve in the direction sought with a large enough effect; inconclusive = small, poorly fitted or top-dose-only effect, or another doubt; inactive = no such curve, though single readings can be large; an effect the other way counts as inactive or inconclusive.

SMILES | KCNH2 WT inh | USP2a block | TCR act | Mito fusion act | TRPV1 ag | TSHR antagonist | ELG1 DNA repair | A-T KAP1 phos | KCNH2 3.1 block | Eya2 phos inh
Nn1c(SCc2ccc(F)cc2)nnc1-c1ccccn1 | -4 | 2% | -26% | 1% | ? | 3 | ? | 16µM* | 9 | -19%
CN(C)S(=O)(=O)c1ccc(N2CCCC2)c(C(=O)NNC(=O)c2ccc(Br)cc2)c1 | 9 | 1% | 3% | 1% | 2 | 12 | ? | 0% | 2 | -23%
COC(=O)c1cc(OC)c(OC)cc1NC(=O)c1cccc(OC)c1OC | -17 | 2% | 7% | 3% | 15 | -1 | ? | -2% | 42 | -5%
Nc1c(Cl)cc(C2=NCCn3c2c2ccc([N+](=O)[O-])cc2[n+]3[O-])cc1Cl | -1 | 3% | -9% | ? | -9 | -5 | -13% | -1% | -2 | 7%
CC(Oc1ccc(Cl)cc1Cl)C(=O)/C=C/N(C)C (stereo not drawn) | 1 | -1% | 2% | 8% | 7 | -13 | 2% | 8% | -8 | ?
Cn1c(CC(=O)NNC(=O)c2ccc(F)cc2F)nc2ccccc21 | 12 | 0% | -4% | -3% | -1 | 14 | 0% | -5% | 7 | -19%
Cc1cccc(N2CCN(S(=O)(=O)c3c(C)noc3/C=C/N(C)C)CC2)c1C | 4 | 0% | 2% | 11% | 23 | -10 | 12% | 10% | -17 | 11%
COc1cc(OC)nc(S(C)(=O)=O)n1 | -1 | 3% | -4%[46.1 µM] | -2% | 1 | 1 | -6% | 10% | 6 | 2%
CC1=NNC(=O)C1C(c1ccccc1)C1C(=O)NN=C1C (stereo not drawn) | . | -1% | . | 4% | 10 | 26 | 1% | 3% | . | 3%
CC(OC(=O)C1CCCC1)C(=O)Nc1ccc(C(N)=O)cc1 (stereo not drawn) | -1 | 1% | 3% | 1% | 19 | -4 | 3% | -9% | 15 | -12%
CN(NC(=O)CN1C(=O)c2ccccc2C1=O)C1=NS(=O)(=O)c2ccccc21 | 20 | 1% | -3% | 4% | -1 | -12 | 4% | -1% | . | 1%
Cc1ccc(CNC(=O)CCCCn2c(=O)[nH]c3ccsc3c2=O)cc1 | -10 | 0% | 8% | -6% | 3 | -10 | -9% | 5% | -12 | 0%
CC(C)NC(=O)c1cccc2c1-c1ccccc1C2=O | -15 | 0% | -56% | -1% | -3 | -4 | -5% | 12% | 13 | 3%
CCc1nnc(NC(=O)c2oc3cc(C)c(C)cc3c2C)s1 | 5 | 2% | 0%[46.1 µM] | -26% | 1 | 3 | ? | 0% | -7 | -8%
N#Cc1c(-c2ccc(F)cc2)cc(-c2ccccc2)nc1SCC(=O)NCC(=O)O | 8 | -9% | -2% | 1% | . | -1 | 11% | -1% | 18 | ?
COc1cc(OC)cc(C(=O)NC(c2ccccc2)c2ccccc2)c1 | -7 | 4% | 2% | -8% | 5 | 7 | 2% | -1% | 1 | 10%
COc1ccccc1-c1ccc(=O)n(CC(=O)NCc2ccc3c(c2)OCO3)n1 | 5 | -4% | . | -9% | 2 | 15 | 16% | . | -4 | -1%
O=c1c2ccccc2nc2n1C(CSc1ccc(Cl)cc1)CN2 (stereo not drawn) | -4 | 1% | -3% | 2% | 0 | -9 | -6% | 2% | -6 | ?
CN(C(=O)COC(=O)/C=C/c1ccc2c(c1)OCO2)c1c(N)n(Cc2ccccc2)c(=O)[nH]c1=O | 6 | 2% | 5% | -16% | -3 | -2 | 6% | -1% | 23 | 10%
CC(C(=O)Nc1cccc(S(=O)(=O)N2CCOCC2)c1)N1CCN(c2ccc(F)cc2)CC1 (stereo not drawn) | 30 | -5% | 5% | -5% | 2 | -10 | ? | 0% | -2 | -17%
C=CC[n+]1c(/C=C/c2ccc(OC(C)=O)c(OC)c2)ccc2ccccc21 | -24 | -11% | -6% | 8% | -1 | 19 | ? | -5% | 7 | 3%
C[N+]1(C2CCC3CCCC2C3O)CCCCC1 (stereo not drawn) | -5 | 6% | 2% | -3% | -2 | 14 | 4% | 8% | . | -6%
CCCCCCC(C)OC(=O)c1ccccc1C(=O)O (stereo not drawn) | -5 | 0% | -1% | 14% | -3 | -3 | 0% | -6% | 2 | -16%
COc1ccc(S(=O)(=O)N2CCOCC2)cc1NC(=O)CN1CCC(Cc2ccccc2)CC1 | -16 | -1% | -6%[46.1 µM] | 8% | ? | -9 | ? | -7% | 3 | -7%
COc1ccccc1/C=C\C(=O)NCC(=O)N/N=C(\C)Cc1ccccc1 | 4 | 9% | -8% | -1% | -3 | -3 | ? | -4% | -2 | ?
CCOc1ccc(NC(=O)c2ccccc2NC(=O)CN2CCN(C(C)=O)CC2)cc1 | 2 | -1% | 5% | -3% | -4 | -8 | -8% | 8% | -5 | -10%
Cc1ccccc1CN1CCN(C(=O)c2ccc(F)cc2)CC1 | -7 | 0% | 10% | 1% | 27 | 0 | -8% | 25% | -6 | -6%
Cc1cc2occ(CC(=O)NCc3cccs3)c2cc1C(C)C | 1 | 5% | -5%[46.1 µM] | 16µM* | 26 | 5 | -10% | -1% | 17 | -2%
Cc1ccc(S(=O)(=O)CCC(=O)OCC(=O)N(Cc2ccccc2)C(C)C)cc1 | -8 | 1% | -4% | 2% | 1 | -6 | 4% | 0% | -2 | 10%
CN(C(=O)C1CCN(S(=O)(=O)c2ccccc2[N+](=O)[O-])CC1)C1CCCCC1 | -2 | 1% | -2% | . | . | -9 | -26% | -2% | 5 | -8%
COc1ccc(NC(=O)c2noc(C(C)C)c2[N+](=O)[O-])cc1 | -12 | 7% | -4% | 0% | 25 | 2 | ? | -4% | . | 2%
CCC(CC)C(=O)c1c[nH]c(C(=O)O)c1 | -3 | 0% | 1% | 5% | 2 | -6 | -11% | 0% | 4 | -21%
O=C(Nc1ccc(S(=O)(=O)Nc2ncccn2)cc1)c1ccccc1NS(=O)(=O)c1ccc(F)cc1 | 0 | 1% | 0% | -1% | -1 | 2 | -2% | 1% | -13 | 10%
CC(=O)c1ccc(N2CCN(S(=O)(=O)c3cc4c(cc3C)NC(=O)CO4)CC2)cc1 | 45 | 1% | -2% | -1% | -1 | 3 | -15% | 3% | 10 | -19%
O=C(COC(=O)c1ccccc1C(=O)N1CCN(c2ccc(F)cc2)CC1)NCc1ccccc1 | -1 | 8% | 0% | 1% | 3 | -2 | ? | 0% | -4 | 15%
O=c1cc(N2CCc3ccccc32)[nH]c(=O)n1-c1ccc(Br)cc1 | 0 | 2% | -4% | 6% | -1 | 1 | 15% | 27% | 9 | 1%
CNc1oc(-c2ccc(Cl)cc2)nc1P(=O)(c1ccccc1)c1ccccc1 | 6 | 0% | 4% | -14% | 8 | -2 | -1% | 15% | -6 | 6%
CCC(C)(C)C1CCC2(CC1)NC(=O)N(CC(=O)NCCCc1ccccc1)C2=O (stereo not drawn) | 3 | -1% | 2% | 7% | 3 | -10 | ? | 9% | 14 | -15%
Cc1ccc(-c2nnc(N3CCN(C(=O)Cn4c(=O)n(C)c5ccccc54)CC3)c3ccccc23)cc1 | -18 | 0% | 2% | -2% | -3 | -17 | ? | 5% | -5 | 25%
O=C(CCc1ccncc1)NC1CCCc2c1cnn2-c1ccc(F)cc1F (stereo not drawn) | -1 | 2% | -10% | -3% | 3 | -9 | -7% | 1% | -9 | 2%
COc1ccc(NC(=O)CSc2nc(C)cs2)cc1OC | -23 | 2% | 4% | -2% | 2 | 2 | 0% | . | -14 | 0%
CCOc1cc(NC(=S)NCCCN2CCOCC2)c(OCC)cc1NC(=O)c1cccc(C)c1 | 7 | 1% | -4% | 1% | 1 | 8 | 5% | -5% | 9 | 14%

Shown as a hit in Mito fusion act, of those listed so far:
Molecule | TCR act | Mito fusion act | TRPV1 ag | TSHR antagonist | Eya2 phos inh
Cc1cc2occ(CC(=O)NCc3cccs3)c2cc1C(C)C | -5%[46.1 µM] | 16µM* | 26 | 5 | -2%

Profiles as entered above. Order of screens: KCNH2 WT inh | USP2a block | TCR act | Mito fusion act | TRPV1 ag | TSHR antagonist | ELG1 DNA repair | A-T KAP1 phos | KCNH2 3.1 block | Eya2 phos inh
Cc1cc2occ(CC(=O)NCc3cccs3)c2cc1C(C)C as listed: 1 | 5% | -5%[46.1 µM] | 16µM* | 26 | 5 | -10% | -1% | 17 | -2%
COc1ccccc1/C=C\C(=O)NCC(=O)N/N=C(\C)Cc1ccccc1 as listed: 4 | 9% | -8% | -1% | -3 | -3 | ? | -4% | -2 | ?

Some of the compounds tested; the hit share may differ from the screen's.
